CHT PAM = CHT positive allosteric modulators, primary screen, cell-based, membrane potential dye, choline EC20 | CHT-expressing cells; hits give high values; LV-AA mutant CHT in HEK293 cells | actives 0.49% (n = 310,000) | B-score at 10 µM | AID 488977, 2010 | High affinity choline transporter 1 (Homo sapiens), Q9GZV3;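 active = initial fluorescence not abnormally high and integrated response B-score, plate-corrected, over 3 SD above library mean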
Target sequence (Q9GZV3 whole entry, looked up): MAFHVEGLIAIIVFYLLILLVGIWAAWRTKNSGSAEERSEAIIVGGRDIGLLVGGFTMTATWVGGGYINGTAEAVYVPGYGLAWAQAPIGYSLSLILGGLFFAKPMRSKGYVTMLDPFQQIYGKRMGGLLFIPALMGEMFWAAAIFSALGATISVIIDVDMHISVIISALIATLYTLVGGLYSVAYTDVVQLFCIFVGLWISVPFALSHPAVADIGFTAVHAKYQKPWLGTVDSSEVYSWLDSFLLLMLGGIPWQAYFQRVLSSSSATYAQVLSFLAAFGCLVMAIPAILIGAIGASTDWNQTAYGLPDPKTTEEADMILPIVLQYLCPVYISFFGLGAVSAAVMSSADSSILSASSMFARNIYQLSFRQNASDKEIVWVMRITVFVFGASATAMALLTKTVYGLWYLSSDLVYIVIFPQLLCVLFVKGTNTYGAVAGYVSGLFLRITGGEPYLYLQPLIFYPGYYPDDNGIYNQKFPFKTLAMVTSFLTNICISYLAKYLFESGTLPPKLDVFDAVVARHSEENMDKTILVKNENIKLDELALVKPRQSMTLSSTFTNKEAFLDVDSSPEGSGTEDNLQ
OX1R antagonist = OX1R (HCRTR1) antagonists, primary screen, fluorescence, CHO/OX1R cells, Fluo-8 calcium, orexin A. inhibition, % at 5 µM. AID 434989, 2010. Fluo-8 calcium fluorescence. actives 0.43% (n = 330,000);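 active = inhibition above its plate's threshold, mean inhibition of all tested compounds on the plate plus 3 SD, cut at about 37% in these data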;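 also: 0% = orexin A challenge wells and 100% = SB-334867-A antagonist wells; not every result past the cut was called active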
Target sequence (O43613 whole entry, looked up): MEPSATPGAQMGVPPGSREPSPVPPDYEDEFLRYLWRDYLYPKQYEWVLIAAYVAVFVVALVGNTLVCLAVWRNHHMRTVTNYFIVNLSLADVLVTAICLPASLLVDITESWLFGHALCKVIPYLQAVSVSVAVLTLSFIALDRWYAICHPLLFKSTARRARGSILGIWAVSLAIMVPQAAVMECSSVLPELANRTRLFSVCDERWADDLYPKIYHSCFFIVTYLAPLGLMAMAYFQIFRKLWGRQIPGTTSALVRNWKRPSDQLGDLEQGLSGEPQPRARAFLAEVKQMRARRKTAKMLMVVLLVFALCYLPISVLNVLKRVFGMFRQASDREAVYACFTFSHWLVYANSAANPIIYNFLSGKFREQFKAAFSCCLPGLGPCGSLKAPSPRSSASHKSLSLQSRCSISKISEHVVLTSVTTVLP
Active calls of the source: *; i = inactive; nt = no result given.

Compound,CHT PAM,OX1R antagonist
C=CCNC(=S)Nc1ccc(C)c(S(=O)(=O)N2CCCCC2)c1,i,-27.9
Cc1c(C)c2ccc(OC(C)C(=O)NCc3ccccn3)cc2oc1=O (stereo not given),i,-8.7
O=C(Nn1cnnc1)c1cc2cc(Br)ccc2oc1=O,i,3.6
CC(=O)c1cc(CC(=O)N2CCc3c([nH]c4ccccc34)C2c2ccccn2)cs1 (stereo not given),i,-46.4
c1ccc(-n2nnnc2NCCc2c[nH]c3ccccc23)cc1,i,-16.1
O=C(c1ccc(=O)[nH]c1)N(Cc1ccco1)C1(C(=O)NC2CCCC2)CCCCC1,i,-30.3
Cc1ccc(NC(=O)CN2CCc3ccccc3C2)cc1F,i,-16.2
Cc1cc(Cl)cc(C)c1OCC(=O)O,i,-14.0
CCc1cccc(CC)c1NC(=O)CO/N=C(\C)c1cccs1,i,-8.9
COc1ccc(NC(=O)CSc2nc(N)cc(N)n2)cc1S(=O)(=O)N1CCCCC1,nt,4.5
CCSc1nc(-c2ccccc2)c(-c2ccccc2)n1CC(O)CO (stereo not given),i,-27.6
CCN(Cc1cnn(C)c1)Cc1nc(C(c2ccccc2)c2ccccc2)no1,i,-28.2
CCn1c(SCC(=O)N2c3ccccc3CC2C)nnc1-c1ccco1 (stereo not given),i,-16.1
N#C/C(=C\c1ccccn1)c1nc2ccccc2s1,i,57.1*
CCCN(CC(=O)Nc1ccccc1C)C(=O)c1cn2ccccc2n1,nt,-4.1
CC(C)(C)OC(=O)N/N=C\c1ccc(OC(=O)c2ccco2)cc1,i,-16.5
COc1ccc(N2CCN(CCNC(=O)Nc3ccc(Cl)cc3)CC2)cc1,i,-0.8
O=C(NCc1ccccc1C(F)(F)F)C1CCC(=O)N(C2CCCCCC2)C1 (stereo not given),i,-14.6
CCN(CC(=O)NC(=O)Nc1ccccc1F)Cc1ccccc1,i,-24.6
CC1=C(C)CC(C(=O)NNC(=O)c2csc3c2CCC(C(C)(C)C)C3)C(C(=O)O)C1 (stereo not given),i,-22.7
CCOC(=O)c1csc(NC(=O)CSc2nnnn2-c2ccc(OC)cc2)n1,i,-20.1
CC(C)CC(=O)N1CCN(Cc2ccccc2Br)CC1,i,-8.4
CCOc1ccc(NC(=O)N2CCC(c3ccc(C)cc3)C2)cc1 (stereo not given),i,-7.0
CCN(C(=O)CN1C(=O)c2ccccc2S1(=O)=O)C1CCCCC1,i,-4.4
CC1(C)CC(NC(=O)CCC2CCCC2)CC(C)(C)N1,i,-10.7
COc1ccc(OCCCC(=O)Nc2ccc(S(=O)(=O)N3CCOCC3)cc2)cc1,nt,1.8
CCOC(=O)C(CC)(CCC(=O)O)c1csc(Nc2ccc(C)cc2)n1 (stereo not given),i,-16.8
CCOC(=O)c1cnc(SCc2ccc(C(C)(C)C)cc2)nc1N,i,-27.1
COC(=O)c1cn(-c2ccccc2)nc1-c1ccc(OC)cc1,i,-13.0
CC(=O)NC12CC3CC(C1)CC(C(=O)N1CCN(C(=O)c4ccco4)CC1)(C3)C2,nt,-12.9
Cn1c(=O)[nH]c(=O)c2c1nc(N/N=C/C(Br)=C/c1ccccc1)n2CCO,i,-14.4
CCN1C(=O)c2ccc(C(=O)NCc3ccccc3)cc2C1=O,i,-23.9
CCOC(=O)CC1CCCCN1Cc1cn[nH]c1-c1ccc(F)cc1F (stereo not given),i,-15.8
O=C(c1sc2cc([N+](=O)[O-])ccc2c1Cl)N1CCOCC1,i,-13.3
COc1ccc(-c2csc(Nc3ccccn3)n2)cc1,i,-22.5
CCC(C)NC(=O)Nc1ccc(Br)cc1 (stereo not given),i,0.6
CC1(C)Cc2c(C#N)c(OCC(=O)c3ccccc3)nc(-c3ccoc3)c2CO1,i,-20.1
COCCCNC(=S)N1CCCN(c2nc3cc(C)c(C)cc3cc2C#N)CC1,i,-22.4
COc1cc2c(cc1OC)C(c1cccs1)N(C(=O)c1ccc(S(=O)(=O)N(C)C)cc1)CC2 (stereo not given),i,-17.2
COc1ccc(-c2nc3cc(NC(=S)NC(=O)Cc4ccccc4)ccc3o2)cc1,i,-6.7
Cc1cc(C2C(=O)c3ccccc3C2=O)c(C)c(C)c1C,i,7.6
O=S1(=O)CCN(Cc2ccccc2C(F)(F)F)CC1,i,-8.0
CCCn1c2ccccc2c2nnc(SCC(=O)Nc3cc(C)on3)nc21,i,-36.3
O=C(CC1OC(=O)c2ccccc21)Nc1cccc(S(=O)(=O)N2CCCCCC2)c1 (stereo not given),i,-39.1
CCCCN(CC)Cc1ccc(CNC(=S)Nc2ccc(C)cc2Cl)o1,i,-29.1
COc1ccccc1CNC(=O)CN(C)CC(=O)Nc1cccc(F)c1,i,-22.7
CCn1c(COc2ccc(Cl)cc2)nnc1SC1CCc2ccccc2C1=O (stereo not given),i,-28.4
CN(Cc1cccs1)c1ncnc2sccc12,i,21.0
COc1ccc(C(C(=O)NCC2CCCO2)N(C(=O)Cn2nnc3ccccc32)c2ccc(NC(C)=O)cc2)cc1OC (stereo not given),i,-3.0
CCN(Cc1ccc2c(c1)OCCO2)S(=O)(=O)c1ccc(NC(C)=O)cc1,nt,-0.1
CC1CCCCN1C(=O)c1cc2c(=O)n3ccccc3nc2s1 (stereo not given),i,-20.6
O=C1COc2ccc(C(=O)COC(=O)Cc3ccc(Cl)cc3)cc2N1,i,-14.9
CCSc1nnc(NC(=O)c2ccc(Br)s2)s1,i,1.3
NNC(=O)c1ccc(CSc2n[nH]c(=O)[nH]c2=O)cc1,i,6.1
CCN1CCCC1CNC(=O)C(=O)NC(C)C (stereo not given),i,1.0
CN(CC(=O)Nc1cccc(F)c1)C(=O)CN1C(=O)C2CC=CCC2C1=O (stereo not given),i,5.5
O=C(OCC(=O)N1CCCCCC1)c1ccc(Cl)c(S(=O)(=O)N2CCCC2)c1,i,-18.7
O=C(CSc1ccccc1)NCCCc1ccccc1,i,-27.9
COc1cc(CCC(=O)N2CCN(c3ncccn3)CC2)cc(OC)c1OC,i,-18.7
OCCNc1nc2nonc2nc1NCCO,i,-6.9

Next section.
structure,CHT PAM,OX1R antagonist
CC(NC(=O)c1cc(-c2ccc3c(c2)OCO3)nc2ccccc12)C(C)(C)C (stereo not given),i,0.6
CCOC(=O)NN1C(=O)c2ccccc2NC1c1ccccn1 (stereo not given),i,3.2
Cc1cc([N+](=O)[O-])nn1CC(=O)NCCc1c[nH]c2ccccc12,i,-18.6
CC(SC1CCCC1)C(=O)Nc1ccnn1C(C)C (stereo not given),i,-17.0
C=C1CC2C(CCC3(C)C2CCC3(O)C(C)=O)C2(C)CCC(=O)C=C12 (stereo not given),i,-10.9
CCOC(=O)n1c(=O)oc2ccccc21,i,1.0
COCCCn1c(C)cc(C(=O)CN2c3cccc4cccc(c34)S2(=O)=O)c1C,nt,-0.1
O=C(N/N=C/c1ccccc1Br)C1CC1,i,-12.7
Cc1ccc(CNC(=O)CCC2CCCN(Cc3ccc4cccc(F)c4n3)C2)o1 (stereo not given),i,-27.3
O=C(O)CCC(=O)OCc1c(-c2ccccc2)ncc2ccccc12,nt,-23.8
O=C(NC12CC3CC(CC(C3)C1)C2)c1cccc(OC(F)F)c1,i,-15.1
Cc1nn2c(SCC(=O)c3cccs3)cc(C(C)(C)C)nc2c1-c1ccccc1,i,-11.8
COc1cccc(NC(=O)COC(=O)CCOc2ccccc2OC)c1,i,-5.9
CC(Sc1nnc(COc2ccc([N+](=O)[O-])cc2)n1C)C(=O)O (stereo not given),i,-4.5
Cc1ccc(N2C(=O)CC(Sc3nc(C)cc(C)n3)C2=O)cc1 (stereo not given),i,-24.1
COc1ccc2c(=O)c(C(=O)O)c(-c3ccc4c(c3)OCO4)n(C)c2c1,i,7.8
COc1ccc(S(=O)(=O)N2CCCC(C(=O)NCc3ccccc3)C2)cc1 (stereo not given),i,-13.6
Fc1ccc(F)c(CN2CCN(c3ncccn3)CC2)c1,i,-9.9
CC(=O)Nc1ccc([C@H]2[C@H](C)CC[C@H]3C(=O)N4[C@@H](CC[C@@H](C)[C@@H]4c4ccc(NC(C)=O)cc4)C(=O)N32)cc1,i,-2.7
CSc1ccc(S(=O)(=O)NC2CCCCCC2)cc1,i,-21.4
COc1cccc(C(=O)NNC(=O)c2sccc2-n2cccc2)c1,i,8.7
CCOC(=O)c1cn(CC(=O)Nc2ccc(CC)cc2)nn1,i,-4.4
Cc1nnc(Nc2ccc(C(=O)N3CCOCC3)cc2)c2ccccc12,i,6.4
COc1ccc([N+](=O)[O-])cc1NC(=O)C(C)Sc1ccccc1 (stereo not given),i,-16.2
Cc1cc(=O)[nH]c(SCC(=O)Nc2ccc(Br)cn2)n1,i,3.7
CCOc1ccc(S(=O)(=O)Nc2cccc(C(=O)NCCCN3CCOCC3)c2)cc1,nt,-13.8
COc1ccc(-n2c(C)nn(C)c2=O)c(OC)c1,i,-15.0
COc1ccc(Oc2ccc(/C=C/C(=O)c3ccc(O)cc3)cc2[N+](=O)[O-])cc1,i,4.7
Cn1c(N)c(C(=O)COC(=O)/C=C/c2ccc(Cl)cc2)c(=O)n(C)c1=O,nt,-4.0
COc1ccc(CN2CCCC(C(=O)N3CCc4ccccc4C3)C2)cc1OC (stereo not given),i,-47.7
COc1ccc(Nc2nc(C)cc(-c3cc(-c4ccccc4)on3)n2)cc1,i,-15.3
CC(=O)c1ccc(Nc2ccc([N+](=O)[O-])c3nonc23)cc1,i,0.5
Cc1ccc(C2c3c(oc4ccc(Cl)cc4c3=O)C(=O)N2CCCN2CCOCC2)o1 (stereo not given),i,-21.0
O=C1CS/C(=N/N=C/c2c[nH]c3ccccc23)N1,i,-10.1
C=C(C)CSc1nc2c(c(=O)[nH]c(=O)n2C)n1CCC(C)C,i,-29.2
COC(=O)c1c(NC(=O)CSc2nnc(Cn3nnc4ccccc43)n2C)sc(C)c1C,i,-32.0
O=C(Cc1ccccc1)Nc1ccc2oc(-c3cccnc3)nc2c1,i,-21.1
CCN(CC)CCNC(=O)C(=O)Nc1cc2c3c(c1)CC(=O)N3CCC2,i,-11.3
CC/C(=N\NC(=O)c1ccoc1C)c1ccc(C)o1,i,-4.5
Cc1oc(-c2ccc(Cl)cc2)[n+]([O-])c1C,i,-3.7
CC(=O)c1ccc(NC(=O)C(Cc2ccccc2)n2cccc2)cc1 (stereo not given),i,8.2
COc1ccc(C(=O)NCc2nnc(SCC(=O)N3CCOCC3)o2)cc1OC,i,-13.3
O=C(CNc1cc(S(=O)(=O)N2CCOCC2)ccc1NCC1CCCO1)Nc1ccc(F)c(F)c1 (stereo not given),i,-25.0
FC(F)(F)c1cccc(Sc2cc(C(F)(F)F)nc(-c3ccccn3)n2)c1,i,-29.0
Cc1ccccc1NC(=O)c1ccc(F)c(S(=O)(=O)NCC2CCCO2)c1 (stereo not given),i,-12.8
O=C(Nc1ccon1)c1cc2ccccc2oc1=O,i,1.0
CC(C)(C)C1CCc2c(sc(NC(=O)c3cccs3)c2C(N)=O)C1 (stereo not given),i,-14.8
O=C(c1cccc(NS(=O)(=O)c2ccc(F)cc2)c1)N1CCN(c2ccccc2)CC1,i,-26.9
O=C(Cc1ccccc1)NC(=S)Nc1cc(C(F)(F)F)ccc1Cl,i,-10.6
CCCCN1C(C(=O)Nc2ncccn2)=C(O)c2ccccc2S1(=O)=O,i,-9.6

Continued:
structure,CHT PAM,OX1R antagonist
Cc1ccc(S(=O)(=O)N2CCN(CCO)CC2)cc1-c1nnc2c3ccccc3c(C)nn12,i,-25.2
Cc1ccc(NC(=O)CN2CCc3cc4c(cc3C2C)OCCCO4)cc1C (stereo not given),i,-1.9
Cc1nc([N+](=O)[O-])c(N2CCN(C)CC2)n1Cc1ccccc1,i,-11.8
NS(=O)(=O)c1ccc(CCNC(=O)CN2CCN(c3ccc(F)cc3)CC2)cc1,i,-10.8
CCOC(=O)C(Cc1ccc(NC(C)=O)cc1)N1C(=O)c2ccccc2C1=O (stereo not given),nt,-14.7
CC1CC(=O)Nc2ccccc2N1C(=O)COc1ccc2ccccc2c1 (stereo not given),nt,-16.1
O=C(O)C1Cc2[nH]cnc2C(c2ccc(F)cc2)N1 (stereo not given),i,-7.3
CN1CCN(CCCNC(=O)c2ccc(NC(=O)C3=CSCCO3)cc2)CC1,i,9.5
CS(=O)(=O)c1ccc(CNC(=O)C2(C(F)(F)F)C/C(=C\Cc3ccccc3)CCCO2)cc1 (stereo not given),i,-26.1
CCN1C(=O)C(CC(=O)Nc2ccccc2Cl)N(NC(=O)c2cccc(F)c2)C1=S (stereo not given),i,9.0
O=C(COC(=O)c1c[nH]c2ccccc12)Nc1cccc(F)c1,nt,15.4
COc1cc(/C=N/n2c(-c3cc(C)[nH]n3)n[nH]c2=S)ccc1O,i,-3.2
CN1C(=S)SC(/[N+]([O-])=C/c2ccc(Cl)cc2)C1(C)C (stereo not given),i,-2.8

Ordered by SMILES length (smallest number first): 3 of the compounds above
structure,CHT PAM,OX1R antagonist
O=C(COC(=O)c1c[nH]c2ccccc12)Nc1cccc(F)c1,nt,15.4
CCN1C(=O)C(CC(=O)Nc2ccccc2Cl)N(NC(=O)c2cccc(F)c2)C1=S (stereo not given),i,9.0
Cc1ccc(S(=O)(=O)N2CCN(CCO)CC2)cc1-c1nnc2c3ccccc3c(C)nn12,i,-25.2

Random excerpt: 3 compounds from above, in no set order.
structure,CHT PAM,OX1R antagonist
CC(C)CC(=O)N1CCN(Cc2ccccc2Br)CC1,i,-8.4
Cn1c(=O)[nH]c(=O)c2c1nc(N/N=C/C(Br)=C/c1ccccc1)n2CCO,i,-14.4
COC(=O)c1cn(-c2ccccc2)nc1-c1ccc(OC)cc1,i,-13.0

An unsorted share of the library; 0.83% or so of the library scored in one or more.
